Rv3671c inh – inhibitors of M. tuberculosis serine protease Rv3671c; AID 2606; 0.048% of 320,000 active; inhibition, % at 5.96 µM; P9WHR9; in the data active = inhibition above about 38%;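 note: extracellular domain of Rv3671c used as enzyme; 0% = enzyme with DMSO and 100% = no enzyme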
Target sequence (P9WHR9 whole entry, looked up, the tested form may be a part): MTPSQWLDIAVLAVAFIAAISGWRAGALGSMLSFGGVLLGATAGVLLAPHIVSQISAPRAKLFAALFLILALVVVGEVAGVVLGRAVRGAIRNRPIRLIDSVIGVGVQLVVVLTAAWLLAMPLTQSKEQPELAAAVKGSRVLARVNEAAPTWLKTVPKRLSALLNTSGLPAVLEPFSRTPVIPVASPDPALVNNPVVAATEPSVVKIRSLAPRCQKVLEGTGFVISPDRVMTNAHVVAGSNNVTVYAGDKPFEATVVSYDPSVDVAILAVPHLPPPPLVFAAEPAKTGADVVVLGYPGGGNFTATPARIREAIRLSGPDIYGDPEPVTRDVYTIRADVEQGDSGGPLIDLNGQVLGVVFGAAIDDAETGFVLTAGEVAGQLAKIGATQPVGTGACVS
MazEF act – activators of E. coli MazEF toxin-antitoxin RNase; P0AE70; FAM/BHQ RNA-DNA oligo cleavage fluorescence, 5 h; activation, % at 20 µM; 0.32% of 350,000 active; AID 504720; in the data active = activation above about 50%
Target sequence (P0AE70 whole entry, looked up): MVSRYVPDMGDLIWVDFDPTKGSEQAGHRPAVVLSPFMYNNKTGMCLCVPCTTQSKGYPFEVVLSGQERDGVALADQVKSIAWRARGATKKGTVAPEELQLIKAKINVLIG
Anthrax LF prot – anthrax lethal factor protease inhibition; multiplex microsphere protease cleavage assay, LF; inhibition, % at 10 µM; 0.12% of 360,000 active; AID 588501; in the data active = inhibition above about 30%; inconclusive = no clear call, values can overlap the other calls; note: plate controls were buffer without enzyme for full effect and enzyme alone for no effect
TcdB GH inh – inhibitors of Clostridioides difficile toxin B glycohydrolase | P18177 | TcdB glycohydrolase enzymatic assay, plate reader | inhibition, % at 9.99 µM | 0.24% of 350,000 active | AID 652162; in the data active = inhibition above about 10%
SSB-PriA inh – blocks PriA binding to SSB C-terminal tail; AlphaScreen SSBct-PriA binding, biotinylated peptide; inhibition, % at 33 µM; 0.6% of 430,000 active; AID 1272365; in the data active = inhibition mostly above about 37%, no sharp cut-off; inactive = mostly below about 20%;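 note: plate controls were negative control peptide for no effect and reference peptide for full effect; strong numbers were not always called active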
DUSP3 inh – DUSP3 (human) phosphatase inhibition. recombinant VHR phosphatase, pNPP absorbance. 0.52% of 290,000 active. P51452. inhibition, % at 13.3 µM; in the data active = inhibition above about 50%; note: some compounds called inactive have numbers as strong as hits
Target sequence (P51452 whole entry, looked up): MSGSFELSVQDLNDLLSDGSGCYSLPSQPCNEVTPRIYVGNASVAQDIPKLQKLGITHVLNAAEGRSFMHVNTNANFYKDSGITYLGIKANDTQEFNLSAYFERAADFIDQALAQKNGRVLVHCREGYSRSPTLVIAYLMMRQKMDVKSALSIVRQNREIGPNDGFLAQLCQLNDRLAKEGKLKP
BH1578 lux ind – induces V. cholerae light production without autoinducers | V. cholerae BH1578 lux reporter, luminescence, 6 h | AID 588436 | activation, % at 18.7 µM | 0.16% of 350,000 active; in the data active = activation mostly above about 9.7%, no sharp cut-off; inconclusive = no clear call, values can overlap the other calls; inactive = mostly below about 3.7%; note: not every result past the cut was called active; inactives centre near 0; reference of the scale not given here
Yp Topo-I inh – Y. pestis Topo-I inhibition via cleavage products; Y. pestis Topo-I cleavage product accumulation, plate reader; activity, % at 10 µM; 0.064% of 360,000 active; AID 504884; in the data active = activity above about 50%, passing the limit was not always enough; inconclusive = no clear call, values can overlap the other calls; note: inactives centre near 2
3CLpro inhibitor – SARS-CoV 3CLpro protease inhibition. inhibition, % at 6 µM. 0.14% of 290,000 active. recombinant SARS-CoV 3CLpro, quenched FRET peptide cleavage. AID 1706. P0C6X7; in the data active = inhibition above about 12%
PfHsp40 yeast – compounds rescuing yeast from Plasmodium falciparum HSP40 toxicity. 0.68% of 340,000 active. S. cerevisiae expressing PfHsp40, growth rescue, ATP luminescence. growth rescue, % at 12.5 µM. AID 504582; in the data active = growth rescue above about 28%, passing the limit was not always enough; inconclusive = no clear call, values can overlap the other calls;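 note: yeast W303a lacking pdr1 and pdr3 grown in galactose medium; growth measured after three days at 30 °C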
* hit, by the source's call; i = inactive; u = inconclusive; x = not tested or not shown.

SMILES | Rv3671c inh | MazEF act | Anthrax LF prot | TcdB GH inh | SSB-PriA inh | DUSP3 inh | BH1578 lux ind | Yp Topo-I inh | 3CLpro inhibitor | PfHsp40 yeast
Cc1cc(=O)[nH]c(SCC(=O)Nc2c(C)n(C)n(-c3ccccc3)c2=O)n1 | 1 | 5 | 2 | 0.1 | -4 | x | 0.7 | 1 | x | 1.1
CC(=O)OCC(=O)C1(O)CCC2C3CCC4CC(O)CCC4(C)C3C(=O)CC21C (stereo unspecified) | x | x | -2 | 1.3 | x | x | -0.1 | -1 | x | x
CC(OC(=O)C1CCN(c2ccc(C(F)(F)F)cn2)CC1)C(=O)c1ccccc1 (stereo unspecified) | -12 | 0 | -2 | 2.2 | -33 | x | -5.6 | 26 | x | 5.3
N#C/C(=C\c1ccc(Cl)cc1)c1n[nH]c(Cn2cncn2)n1 | 0 | -2 | 3 | 0.5 | -8 | -32 | x | 2 | 4 | 0.2
CCOC(=O)c1ccc(NC(=O)CSc2nc3cccnc3n2C)cc1 | 0 | -6 | -5 | x | -9 | 13 | -7.1 | -4 | -4 | -0.1
CC(Sc1cccc[n+]1[O-])C(=O)Nc1cccc([N+](=O)[O-])c1 (stereo unspecified) | 0 | -16 | 2 | 2.2 | -13 | 7 | -0.2 | -2 | 6 | 0.9
N#Cc1cccc(NC(=O)CSc2n[nH]c(=O)[nH]c2=O)c1 | -10 | -2 | -8 | 0.7 | 9 | 22 | i | 7 | -3 | -0.2
COc1cc(CCN2C(=O)c3cccc4cccc(c34)C2=O)c(S(=O)(=O)N2CCCCCC2)cc1OC | -9 | -4 | 0 | 0.0 | -14 | 23 | -0.4 | 30 | -5 | 3.2
CC(C)(C)n1nc2c(c1NC(=O)c1cccc(Cl)c1)CS(=O)(=O)C2 | 4 | -20 | -3 | -0.5 | 0 | 29 | -2.1 | 3 | -3 | 1.6
O=C(Cn1cnc2c(NCc3ccccc3)ncnc21)NCc1ccccc1 | x | 9 | -1 | 1.1 | -9 | x | i | -3 | x | -0.8
CC1S/C(=N/N=C/c2cccs2)NC1=O (stereo unspecified) | 1 | 4 | 2 | x | x | 22 | -0.1 | -3 | 1 | 0.8
CCCc1cc(=O)[nH]c(-n2[nH]c3c(c2=O)CCCC3)n1 | -11 | -14 | -2 | x | 0 | 5 | i | 1 | 0 | -0.4
CCN(C(=O)CSc1nnc(NCc2ccccc2)s1)C1CCS(=O)(=O)C1 (stereo unspecified) | -1 | 10 | 7 | 1.0 | -10 | -10 | -0.9 | -9 | -3 | 0.2
CCOc1ncccc1C(=O)OCC(=O)Nc1cc(S(=O)(=O)N2CCOCC2)ccc1Cl | -3 | -2 | -2 | -0.1 | -2 | 5 | -0.2 | 2 | 4 | 0.0
CCCC(=O)Nc1sc2c(c1C#N)CC(C)(C)NC2(C)C | 11 | 4 | 3 | x | -17 | 9 | i | 18 | 8 | -0.8
COc1cccc(C(=O)COc2cccc(NC(=O)c3cccc([N+](=O)[O-])c3)c2)c1 | -24 | -6 | 0 | x | 31 | 6 | i | 0 | 6 | 1.0
Cc1nn(C(C)(C)C)c(OC(=O)c2ccc(Br)o2)c1Sc1ccccc1 | -5 | 4 | 0 | x | -5 | -2 | i | 11 | 5 | -0.5
CCN(CC)S(=O)(=O)c1cccc(C(=O)N/N=C/c2c(C)nn(-c3ccccc3)c2Cl)c1 | 0 | 6 | 2 | x | x | 4 | -2.1 | 2 | 4 | -0.1
O=C(OCC(=O)N1CCCc2ccccc21)c1cccc(S(=O)(=O)N2CCc3ccccc32)c1 | 1 | 1 | 1 | 0.5 | -6 | 4 | -0.3 | 20 | 1 | 1.9
Cc1ccc(S(=O)(=O)NCC(=O)N(CC(=O)NCc2ccc(F)cc2)CC2CCCO2)cc1 (stereo unspecified) | -8 | 0 | 4 | 0.6 | -11 | 8 | -1.5 | 11 | -2 | -1.0
Cc1cc(C)nc(Nc2ccc(N3CCCC3)cc2)n1 | -4 | 15 | -78 | x | 65 | -2 | -0.3 | -15 | -3 | 0.2
Clc1ccc(C2=Nn3c(nnc3-c3cccs3)SC2)cc1 | -5 | -5 | -3 | x | -14 | -10 | 3.1 | -6 | 0 | -0.3
CN(C)C=NC(=O)c1[nH]c2ccc(Cl)cc2c1-c1ccccc1 | -21 | -5 | 8 | 0.9 | -18 | 9 | i | 6 | -2 | 4.7
COc1ccccc1C1OC2=C(Nc3ccc([N+](=O)[O-])cc3N2)C1=O (stereo unspecified) | -3 | 4 | -1 | -1.7 | -1 | -1 | -0.9 | 3 | 3 | 1.0
Cc1ccccc1NS(=O)(=O)c1cc(C(=O)N2CCc3ccccc3C2)ccc1C | -10 | 1 | -3 | x | -8 | 2 | -1.8 | 3 | 5 | 3.2
CSCCC(NC(=O)c1ccco1)C(=O)Nc1ccc(C)c(S(=O)(=O)N2CCOCC2)c1 (stereo unspecified) | -3 | 5 | u | -0.8 | 1 | x | i | 3 | x | -1.3
COc1ccccc1CC(=O)Nc1ccon1 | -1 | 5 | 19 | 2.1 | 3 | 2 | 6.4 | 3 | 0 | -1.5
COc1ccc(CN(CC2CCCO2)C(=O)c2cc3sccc3n2C)c(OC)c1 (stereo unspecified) | -9 | 4 | 2 | 1.3 | 24 | 27 | -1.4 | 32 | 4 | -2.5
COc1cccc(C2/C(=C(/O)c3ccc4c(c3)CC(C)O4)C(=O)C(=O)N2CCCn2ccnc2)c1 (stereo unspecified) | 4 | 1 | 2 | 1.3 | x | 9 | -0.3 | 3 | -7 | -2.2
Cc1cccc(OCCN2C(=O)C(=O)c3cc(C)ccc32)c1 | -4 | 0 | -2 | 2.0 | 14 | 39 | -0.6 | 1 | 11 | 1.0
O=C(CSc1nnc(SCc2ccccc2)s1)N/N=C/C=C/c1ccco1 | -19 | 6 | -2 | -0.4 | x | -2 | -4.5 | 22 | 4 | 0.3
COc1ccc(C(=O)N2CCOC2CNC(=O)C(=O)NCCc2ccc(OC)c(OC)c2)cc1 (stereo unspecified) | -9 | 1 | -3 | -0.1 | -10 | 14 | i | 6 | -2 | -0.4
Cc1ccc(C(=O)C(C)OC(=O)Cc2c[nH]c3ccccc23)cc1 (stereo unspecified) | 0 | 3 | 0 | 1.7 | -1 | x | i | 1 | x | -1.2
CC(OC(=O)CN1C(=O)NC2(CCCCC2C)C1=O)c1ccccc1 (stereo unspecified) | -2 | 3 | -9 | 3.7 | 1 | x | -0.4 | -12 | x | -0.1
O=C(N=C1SC2CS(=O)(=O)CC2N1Cc1ccccc1)C1CC1 (stereo unspecified) | x | 2 | 0 | 2.2 | x | x | -0.3 | 5 | x | x
COc1cccc(OC)c1OCCNC(C)(C)C | 4 | 8 | -3 | x | -17 | 14 | -1.2 | -3 | 4 | 0.1

Filtered by structure: the compounds so far containing fluorine (2)
SMILES | Rv3671c inh | MazEF act | Anthrax LF prot | TcdB GH inh | SSB-PriA inh | DUSP3 inh | BH1578 lux ind | Yp Topo-I inh | 3CLpro inhibitor | PfHsp40 yeast
CC(OC(=O)C1CCN(c2ccc(C(F)(F)F)cn2)CC1)C(=O)c1ccccc1 (stereo unspecified) | -12 | 0 | -2 | 2.2 | -33 | x | -5.6 | 26 | x | 5.3
Cc1ccc(S(=O)(=O)NCC(=O)N(CC(=O)NCc2ccc(F)cc2)CC2CCCO2)cc1 (stereo unspecified) | -8 | 0 | 4 | 0.6 | -11 | 8 | -1.5 | 11 | -2 | -1.0

Next section.
SMILES | Rv3671c inh | MazEF act | Anthrax LF prot | TcdB GH inh | SSB-PriA inh | DUSP3 inh | BH1578 lux ind | Yp Topo-I inh | 3CLpro inhibitor | PfHsp40 yeast
COc1cc(C(C)=O)ccc1OCCN1CCC(Cc2ccccc2)CC1 | 3 | 1 | -4 | 1.8 | 2 | -2 | -0.3 | 17 | 5 | -0.5
COc1ccc(NC(=O)CN(C)CC(=O)Nc2ccc(N3CCOCC3)cc2)c([N+](=O)[O-])c1 | -2 | 7 | -2 | 1.0 | 2 | 0 | -1.6 | 27 | 6 | -1.4
CC(C)(C)OC(=O)N1CCC[C@H]1c1nnc(SC/C=C/c2ccccc2)o1 | -4 | -5 | -1 | x | -12 | -12 | i | 24 | -5 | -0.8
O=C(Cc1cccs1)NC1CCCC1 | 1 | 6 | -4 | 0.0 | -6 | 10 | -0.3 | -2 | 2 | -0.9
N/C(=N\OC(=O)c1cccc([N+](=O)[O-])c1)c1ccccn1 | -2 | -12 | -8 | 0.3 | x | 33 | i | -1 | -1 | -1.0
COc1ccc(C2=NN(C(=O)CCC(=O)O)C(c3ccc([N+](=O)[O-])cc3)C2)cc1 (stereo unspecified) | x | 1 | x | 0.0 | 1 | 30 | i | 10 | 1 | 2.3
Cc1ccc2nc(-c3cccnc3)c(Nc3ccccc3C)n2c1 | 1 | 7 | -1 | 0.1 | -3 | -24 | 4.3 | 0 | -3 | -0.8
CS(=O)(=O)c1ccc(NC(=O)CCN2C(=O)NC3(CCCC3)C2=O)cc1 | -5 | 11 | -5 | -0.9 | 3 | x | i | -6 | x | 0.2
CCn1c(SCC(=O)N2CCCc3ccccc32)nc2c1c(=O)n(C)c(=O)n2C | 4 | 4 | 0 | x | 3 | 39 | -1.2 | 15 | -2 | 3.4
Nc1cc(N)nc(SCCc2ccccc2)n1 | -10 | -14 | 7 | 2.5 | -3 | -11 | 0.3 | 0 | 2 | -2.3
O=C(CNC(=O)Cc1cccc2ccccc12)NCc1ccc(F)cc1 | -13 | -16 | -2 | 0.8 | -1 | 15 | -0.2 | 9 | -3 | 0.9
CNC(=O)c1[nH]cnc1C(=O)Nc1ccccc1 | 0 | 1 | 6 | 1.2 | 13 | x | -0.4 | 5 | x | -1.2
O=C(/C=C/c1c(F)cccc1Cl)NCCCN1CCOCC1 | 3 | 2 | -1 | 0.0 | 5 | 8 | i | 8 | -1 | -1.8
NC(=O)C1CCN(c2ccc(C(F)(F)F)cn2)CC1 | -4 | 6 | 4 | 0.9 | 1 | -20 | i | 0 | -2 | 0.2
COc1ccc(N(C)C(=O)c2cc3c(s2)-c2ccccc2S(=O)(=O)C3)cc1 | -10 | 10 | 6 | 0.7 | 6 | 4 | -0.5 | 12 | 0 | 0.5
COCCn1c(N)c(N(Cc2ccccc2)C(=O)C2CCCCC2)c(=O)[nH]c1=O | 2 | 4 | -1 | -0.2 | -10 | 2 | -0.3 | 5 | 10 | -2.0
O=C1CCC(=O)N1CCCCCc1nc(-c2ccccc2)no1 | -4 | -1 | 1 | x | -8 | 2 | 4.5 | -10 | 3 | 0.1
O=C(CCC1CCCC1)N1CCN(C(=O)c2cccnc2)CC1 | -6 | 10 | -5 | x | 4 | 7 | -0.2 | -6 | -3 | -0.2
CCN(CC1COc2ccccc2O1)C(=S)NCCCN(C)C (stereo unspecified) | -9 | 2 | -3 | 0.2 | -6 | -12 | i | -9 | 2 | -1.6
COC(=O)CN(c1ccccc1F)S(=O)(=O)c1ccccc1 | 3 | 3 | -2 | x | -25 | -12 | i | 5 | -4 | 0.0
CCSc1nnc(NC(=O)c2cc(C)nc3ccccc23)s1 | 0 | 3 | 1 | x | -9 | 12 | -0.3 | 2 | 4 | -0.7
OC1(c2ccccc2)CC(c2ccccc2)c2ccccc2O1 (stereo unspecified) | x | -12 | -5 | 0.9 | 4 | x | 3.3 | 9 | x | 8.7

Screens (PubChem)

Not all compounds are listed; rates above refer to the full screens.
